Wee1 degr inh: blocks degradation of human Wee1 kinase; P30291; HeLa Luc-Wee1K328M stability, luciferase luminescence; 100% = proteasome inhibitor MG132 effect; reporter increase, % at 5 µM; 1.2% of 220,000 active; AID 1321;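 active = activation above the mean of all tested compounds plus 3 SD, set per screening run, cut at about 8.8% in these data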;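 note: cells exposed to compound for 20 h before luminescence read; 0% = DMSO alone and 100% = MG132 at 30 µM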
Target sequence (P30291 whole entry K328M): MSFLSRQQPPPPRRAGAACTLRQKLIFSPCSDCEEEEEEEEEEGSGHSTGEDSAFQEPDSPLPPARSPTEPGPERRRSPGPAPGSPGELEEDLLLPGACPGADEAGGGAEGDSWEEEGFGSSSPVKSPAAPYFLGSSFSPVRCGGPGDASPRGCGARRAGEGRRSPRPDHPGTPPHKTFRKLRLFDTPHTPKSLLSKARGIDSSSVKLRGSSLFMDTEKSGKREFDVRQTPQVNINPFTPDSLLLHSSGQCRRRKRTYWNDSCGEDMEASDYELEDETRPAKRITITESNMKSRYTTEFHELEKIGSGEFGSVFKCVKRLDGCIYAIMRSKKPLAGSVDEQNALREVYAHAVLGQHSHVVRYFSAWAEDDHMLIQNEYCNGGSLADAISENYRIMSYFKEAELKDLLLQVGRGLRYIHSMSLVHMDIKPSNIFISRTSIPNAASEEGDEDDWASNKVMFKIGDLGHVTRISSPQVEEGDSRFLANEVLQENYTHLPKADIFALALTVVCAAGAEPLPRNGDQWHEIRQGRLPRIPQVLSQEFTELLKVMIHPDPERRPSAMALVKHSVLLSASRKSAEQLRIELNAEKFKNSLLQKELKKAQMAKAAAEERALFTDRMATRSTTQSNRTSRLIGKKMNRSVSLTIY
FXIIa inh 1536: factor XIIa (human) inhibition. P00748. purified FXIIa, Boc-QGR-AMC fluorogenic substrate, 2 h. inhibition, % at 5 µM. 0.3% of 220,000 active. AID 800; in the data active = inhibition above about 40%;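 note: 0% = enzyme with no compound and 100% = blank without enzyme; many of its hits are not listed in these tables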
L929 necroptosis: blocks zVAD induced death of L929 cells. 0.38% of 220,000 active. viability rescue, % at 10 µM. AID 1377. L929 zVAD necroptosis rescue, ATP luminescence, 24 h; with zVAD 60 µM;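 active = activation, scaled between plate controls, above about 75%, limit read from the data; inactive = activation under that limit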;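 note: 0% = zVAD with DMSO and 100% = DMSO alone without zVAD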
CHOP inh: inhibitors of CHOP induction in ER stress response; inhibition, % at 10 µM; CHO-K1 CHOP-promoter luciferase, tunicamycin-induced, 15-18 h; 3.8% of 220,000 active;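 active = compounds that reduced the stress-induced luciferase reporter signal by more than about 70% of percent inhibition, limit read from the data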;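 note: 0% = tunicamycin plus vehicle and 100% = wells without tunicamycin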
EP2 antag: inhibitors of human EP2 prostaglandin E2 receptor | 0.52% of 260,000 active | C6 glioma cells expressing human EP2, cAMP TR-FRET; cells stimulated with saturating PGE2 | P43116 | AID 1422 | inhibition, % at 25 µM;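 active = percent inhibition above 40 after rounding to a whole number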;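 note: rat C6 glioma host cells with rolipram phosphodiesterase inhibitor present; the protocol text gives 20 µM as final concentration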
FXIa inh 1536: factor XIa (human) inhibition; P03951; 0.14% of 220,000 active; purified FXIa, Boc-Glu-Ala-Arg-AMC fluorogenic substrate; AID 798; inhibition, % at 5 µM;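 active = inhibition of at least 40%; inactive = inhibition below 40%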;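 note: fluorescence of freed AMC excited at 355 nm; 0% = enzyme without compound and 100% = no enzyme blank; many of its hits are not listed in these tables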
PPC-1+TRAIL kill: compounds killing PPC-1 cancer cells with TRAIL present (potentiator screen, no TRAIL-free arm). PPC-1 cells + TRAIL, ATPLite viability luminescence. cell killing (% activity), % at 4 µM. 0.41% of 220,000 active. AID 1443;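 active = cell killing above 50% in the first pass at 4 µM, then a duplicate retest at 5 µM averaging 50% or more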;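 note: plate controls were cells with TRAIL plus DMSO for no effect and medium-only wells lacking cells for full effect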
TbHK1 inh: T. brucei hexokinase 1 inhibition; 0.11% of 220,000 active; recombinant TbHK1, G6PDH-coupled NADH A340; inhibition, % at 10 µM;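 active = inhibition of 50% or more in the single-dose primary screen; inactive = inhibition below 50%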
TNF death inh: inhibitors of TNF-alpha induced necroptosis in Jurkat FADD-/- cells. Jurkat FADD-/- TNF necroptosis rescue, ATP luminescence, 24 h; 0 = TNF only, 100 = no-TNF cells. 0.068% of 220,000 active. activation (protection from cell death), % at 10 µM. AID 463075;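 active = activation, meaning protection from cell death, of at least 50% relative to plate controls; inactive = activation below 50%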;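 note: necroptosis triggered by 40 ng/mL TNF-alpha added together with compound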
* hit, by the source's call; nt = not tested or not shown.

Field names – A = Wee1 degr inh; B = FXIIa inh 1536; C = L929 necroptosis; D = CHOP inh; E = EP2 antag; F = FXIa inh 1536; G = PPC-1+TRAIL kill; H = TbHK1 inh; I = TNF death inh
1: CCn1cc(C2C(C(=O)Nc3ccc(Br)cn3)=C(C)NC3=C2C(=O)CCC3)c(C)n1 (stereo not given)
  A: -1	B: 7	C: 1.7	D: 4	E: 10	F: -3	G: 15	H: -9	I: 0.8

2: O=C(CCN1C(=O)C2CCCCC2C1=O)Nc1ccc(F)c(F)c1F (stereo not given)
  A: -1	B: 30	C: -0.2	D: -7	E: 5	F: 32	G: 16	H: 7	I: 0.7

3: CCC(C)(C)n1nnnc1C(c1cc2cccc(C)c2[nH]c1=O)N1CCN(C(=O)c2ccco2)CC1 (stereo not given)
  A: -3	B: 14	C: -0.2	D: -18	E: 8	F: 2	G: 8	H: -13	I: -1.3

4: CC(=O)N1CCCC1(C(=O)O)c1ccccc1 (stereo not given)
  A: -2	B: 1	C: 1.2	D: -9	E: 6	F: -6	G: -10	H: -11	I: 0.9

5: Cc1nnc(SC(C)C(=O)Nc2ccc3c(c2)OCCO3)s1 (stereo not given)
  A: 1	B: -1	C: 0.2	D: -6	E: 9	F: -8	G: 24	H: -2	I: 0.5

6: CCC(=O)Nc1ccc(SC#N)cc1C
  A: 3	B: 5	C: 0.4	D: 40	E: 9	F: 0	G: 5	H: -3	I: -14

7: Cc1ccc(C2(O)CN(c3ccccc3C)C3=[N+]2CCS3)cc1 (stereo not given)
  A: -2	B: 5	C: -0.5	D: 16	E: 4	F: 2	G: 15	H: 0	I: -2.0

8: CCNC(=O)Nc1ccc(-n2nc(C)c(C(=O)OCC)c2C)nc1
  A: -1	B: 8	C: 6.0	D: 14	E: 4	F: 4	G: 5	H: 1	I: 1.8

9: O=C(N/N=C/c1cccs1)c1cc(C2CC2)nc2ccccc12
  A: -2	B: 7	C: 0.7	D: -24	E: 5	F: 5	G: 24	H: -15	I: -4.6

10: Cc1ccc(C(=O)N/C(=C\c2cccs2)c2nc3ccccc3[nH]2)cc1
  A: -2	B: 0	C: 1.9	D: 0	E: 14	F: -2	G: 21	H: -40	I: 0.2

The results go on:
Field names – A = Wee1 degr inh; B = FXIIa inh 1536; C = L929 necroptosis; D = CHOP inh; E = EP2 antag; F = FXIa inh 1536; G = PPC-1+TRAIL kill; H = TbHK1 inh; I = TNF death inh
11: S=c1nc(-c2csc3c2CCCC3)[nH][nH]1
  A: -1	B: 7	C: -0.4	D: -10	E: 5	F: 0	G: 7	H: -6	I: -2.4

12: O=C(NCCN1CCOCC1)C1CCN(S(=O)(=O)N2CCCCC2)CC1
  A: 2	B: 7	C: 2.2	D: -1	E: 6	F: -4	G: 3	H: 1	I: -0.4

13: Cc1nn(C)c(C)c1CN(C)C(=O)c1nn2c(c1Br)NC(c1cccs1)CC2C(F)(F)F (stereo not given)
  A: 1	B: -2	C: 0.6	D: 10	E: 11	F: -9	G: 14	H: 28	I: -0.2

14: Cc1ccc(NC(=O)CSC2=C(C#N)C(c3ccco3)C3=C(CC(C)(C)CC3=O)N2)cc1 (stereo not given)
  A: -2	B: 7	C: -0.7	D: 100*	E: 11	F: -6	G: -23	H: 6	I: -1.3

15: Cc1cc(NC(=O)CN2CCCCC2C)nc2c1c(=O)oc1ccccc12 (stereo not given)
  A: 4	B: 3	C: -0.1	D: 14	E: 10	F: -2	G: -6	H: -17	I: 1.0

16: COc1cccc(/C=C/C(=O)Nc2ccc(OC)nc2)c1
  A: 0	B: 11	C: 1.2	D: -12	E: 6	F: 6	G: 10	H: 8	I: 0.2

17: O=C(CCC(=O)NNc1nc2ccccc2c2nc(-c3ccccc3)nn12)NCCCN1CCCC1=O
  A: 1	B: -4	C: 3.2	D: 2	E: 10	F: -4	G: -5	H: 29	I: 1.4

18: CNC(=O)c1cc2c(ccc3ccccc32)o1
  A: 4	B: 4	C: 5.6	D: 8	E: 6	F: -5	G: 41	H: -13	I: -1.4

19: CC(OC(=O)CNC(=O)c1ccccc1F)C(=O)Nc1nc(-c2ccccc2)cs1 (stereo not given)
  A: 0	B: 11	C: nt	D: -30	E: 14	F: 6	G: 3	H: 3	I: 1.0

20: NNC(=O)c1ccc(Cn2cc(Cl)cn2)cc1
  A: -2	B: 3	C: -0.7	D: 38	E: 6	F: -2	G: 8	H: -6	I: 1.5

3 of these compounds in another layout:
Sequence of screens: Wee1 degr inh, FXIIa inh 1536, L929 necroptosis, CHOP inh, EP2 antag, FXIa inh 1536, PPC-1+TRAIL kill, TbHK1 inh, TNF death inh
17. O=C(CCC(=O)NNc1nc2ccccc2c2nc(-c3ccccc3)nn12)NCCCN1CCCC1=O
    1, -4, 3.2, 2, 10, -4, -5, 29, 1.4
18. CNC(=O)c1cc2c(ccc3ccccc32)o1
    4, 4, 5.6, 8, 6, -5, 41, -13, -1.4
19. CC(OC(=O)CNC(=O)c1ccccc1F)C(=O)Nc1nc(-c2ccccc2)cs1 (stereo not given)
    0, 11, nt, -30, 14, 6, 3, 3, 1.0

Quoted from the listing.
In PPC-1+TRAIL kill, #20 shows 8
In PPC-1+TRAIL kill, #11 shows 7
In FXIIa inh 1536, #13 shows -2

Part of the list above, as tab-separated lines:
#	molecule	Wee1 degr inh	FXIIa inh 1536	L929 necroptosis	CHOP inh	EP2 antag	FXIa inh 1536	PPC-1+TRAIL kill	TbHK1 inh	TNF death inh
15	Cc1cc(NC(=O)CN2CCCCC2C)nc2c1c(=O)oc1ccccc12 (stereo not given)	4	3	-0.1	14	10	-2	-6	-17	1.0
16	COc1cccc(/C=C/C(=O)Nc2ccc(OC)nc2)c1	0	11	1.2	-12	6	6	10	8	0.2

The listing continues.
Field names – A = Wee1 degr inh; B = FXIIa inh 1536; C = L929 necroptosis; D = CHOP inh; E = EP2 antag; F = FXIa inh 1536; G = PPC-1+TRAIL kill; H = TbHK1 inh; I = TNF death inh
21: CCC(C)[C@H](NC(=O)Nc1ccc(S(N)(=O)=O)cc1)C(=O)O (stereo not given in full)
  A: 2	B: 7	C: nt	D: 63	E: 7	F: 2	G: 18	H: -4	I: 0.5

22: Cc1ccc(Oc2ccc(C(=O)NCc3ccncc3)cc2)cc1
  A: 2	B: -1	C: 0.1	D: 53	E: 0	F: -4	G: 18	H: 1	I: -8.2

23: O=C(NCCCc1ccccc1)N1CCOCC1
  A: 4	B: 2	C: -0.2	D: -1	E: 6	F: -3	G: -1	H: 0	I: 0.7

24: CCOc1ccc2nc(SC3CC(=O)N(c4ccc(OC)cc4)C3=O)sc2c1 (stereo not given)
  A: 2	B: 7	C: 0.3	D: 31	E: 6	F: -3	G: 30	H: 6	I: -23

25: CCOCC(=O)Nc1ccc(-c2cn3cccnc3n2)cc1
  A: 3	B: -35	C: 0.3	D: 25	E: 7	F: -45	G: 24	H: -1	I: 0.6

26: Clc1cccc(Cl)c1CSc1nnc(-c2sccc2-n2cccc2)o1
  A: 2	B: 6	C: -0.1	D: 49	E: 15	F: -16	G: -6	H: 3	I: -1.1

27: Fc1ccc(NCc2nnc(SCc3nnc(-c4ccccc4)o3)n2Cc2ccccc2)cc1
  A: -3	B: 9	C: -0.1	D: 27	E: 9	F: 1	G: -4	H: 2	I: -9.1

Bioassay records (PubChem BioAssay)

Only part of the results is shown; count on the stated rates, not on these rows.
